Source: PubChem BioAssay
TWEAK-Fn14 inh: inhibitors of TWEAK-Fn14 interaction signaling | TWEAK-stimulated Fn14 reporter cells, luciferase luminescence, 8 h | inhibition, % at 10 µM | 360,000 compounds, 2% hits | AID 1159606; in the data active = inhibition above about 50%
SRC2 inh: human SRC2 (NCOA2) inhibition; 370,000 compounds, 0.17% hits; HEK293 GAL4-SRC2 luciferase reporter, luminescence; inhibition, % at 9 µM;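 active = inhibition above the mean inhibition of all tested compounds plus 3 SD, set per campaign, cut at about 52% in these data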;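 also: 0% = DMSO treated cells and 100% = cells given Gossypol at 36 µM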
SRC1 inh: inhibitors of human steroid receptor coactivator 1 (SRC1) | HEK293 GAL4-SRC1 luciferase reporter, luminescence | inhibition, % at 3.6 µM | 360,000 compounds, 0.12% hits | AID 588354;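 active = inhibition above the campaign mean plus 3 SD, with each screening campaign given its own cutoff, cut at about 60% in these data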;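 also: 0% = DMSO treated cells and 100% = gossypol at 36 µM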
NOD2 RIPK2 PPI: blocks binding of human NOD2 to RIPK2; inhibition, % at 4.98 µM; O43353; CHO BLA complementation NOD2-RIPK2, CCF4 ratio; 360,000 compounds, 0.38% hits; in the data active = inhibition above about 21%;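 also: 0% = vehicle only and 100% = reference blocker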
LRH-1 inv ag: suppresses constitutive activity of human LRH-1; AID 602396; O00482; HEK293T StAR-luciferase reporter, LRH-1 transfected, 24 h; 360,000 compounds, 0.13% hits; inhibition, % at 3.6 µM;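 active = inhibition above the mean inhibition of all tested compounds plus 3 SD, cut at about 73% in these data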;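 also: 0% = DMSO wells and 100% = reporter-only cells lacking LRH-1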
Exocytosis inh: blocks lytic granule exocytosis. TALL-104 LAMP-1 surface exposure, flow cytometry; cells stimulated with thapsigargin and PMA. inhibition, % at 10 µM. 360,000 compounds, 0.66% hits;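 active = inhibition above about 55%, limit read from the data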
SRC3 inh: inhibits human SRC3 coactivator; inhibition, % at 3.6 µM; Q9Y6Q9; HEK293 GAL4-SRC3 luciferase reporter, luminescence; 360,000 compounds, 0.17% hits;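 active = inhibition above a per-campaign cutoff, the mean of all compounds plus 3 SD, cut at about 60% in these data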;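 also: 0% = DMSO-treated cells and 100% = gossypol-treated cells at 36 µM; higher means less SRC3-driven luciferase light from the GAL4 reporter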
Target sequence (Q9Y6Q9 whole entry, looked up, the tested form may be a part): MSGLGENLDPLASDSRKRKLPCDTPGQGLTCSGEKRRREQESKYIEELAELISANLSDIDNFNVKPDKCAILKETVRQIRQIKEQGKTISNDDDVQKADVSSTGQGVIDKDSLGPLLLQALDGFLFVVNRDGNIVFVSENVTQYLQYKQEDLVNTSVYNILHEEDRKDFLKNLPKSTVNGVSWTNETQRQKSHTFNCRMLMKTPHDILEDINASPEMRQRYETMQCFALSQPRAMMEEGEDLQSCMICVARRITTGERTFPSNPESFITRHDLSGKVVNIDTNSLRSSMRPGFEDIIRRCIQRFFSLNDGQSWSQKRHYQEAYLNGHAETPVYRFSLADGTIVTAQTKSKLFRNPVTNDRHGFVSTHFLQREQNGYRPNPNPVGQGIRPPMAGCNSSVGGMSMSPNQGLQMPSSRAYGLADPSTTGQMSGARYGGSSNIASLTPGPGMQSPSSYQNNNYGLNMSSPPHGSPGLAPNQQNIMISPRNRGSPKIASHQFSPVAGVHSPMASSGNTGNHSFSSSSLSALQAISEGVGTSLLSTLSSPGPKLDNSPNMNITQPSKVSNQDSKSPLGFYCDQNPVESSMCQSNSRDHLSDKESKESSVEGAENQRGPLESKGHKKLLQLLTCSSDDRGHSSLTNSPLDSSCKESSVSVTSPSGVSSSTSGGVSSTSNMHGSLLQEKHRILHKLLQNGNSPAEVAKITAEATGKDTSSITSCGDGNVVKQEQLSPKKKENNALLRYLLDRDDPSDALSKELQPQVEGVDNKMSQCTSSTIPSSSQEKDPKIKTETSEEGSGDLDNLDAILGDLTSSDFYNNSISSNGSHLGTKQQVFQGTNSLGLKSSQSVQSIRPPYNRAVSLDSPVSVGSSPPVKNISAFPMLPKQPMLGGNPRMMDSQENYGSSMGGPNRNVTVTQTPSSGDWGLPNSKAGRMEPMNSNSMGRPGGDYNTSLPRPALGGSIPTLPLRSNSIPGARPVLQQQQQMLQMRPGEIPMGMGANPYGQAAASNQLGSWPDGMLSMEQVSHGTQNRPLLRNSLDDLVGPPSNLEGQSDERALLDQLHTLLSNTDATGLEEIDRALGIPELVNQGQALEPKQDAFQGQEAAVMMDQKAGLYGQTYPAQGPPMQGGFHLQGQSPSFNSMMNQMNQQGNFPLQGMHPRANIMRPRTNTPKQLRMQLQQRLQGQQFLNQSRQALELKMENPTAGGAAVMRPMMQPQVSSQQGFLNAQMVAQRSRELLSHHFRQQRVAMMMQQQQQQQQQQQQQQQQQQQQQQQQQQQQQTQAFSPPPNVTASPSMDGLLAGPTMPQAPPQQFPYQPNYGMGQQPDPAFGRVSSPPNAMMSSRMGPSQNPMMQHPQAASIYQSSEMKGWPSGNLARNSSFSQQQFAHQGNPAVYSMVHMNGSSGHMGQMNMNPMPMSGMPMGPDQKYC
ABHD5 PLIN5 PPI: ABHD5-PLIN5 protein interaction inhibition. Q00G26+Q8WTS1. Split G. princeps luciferase complementation, luminescence, 4 h. inhibition, % at 4 µM. 360,000 compounds, 0.78% hits. AID 602281;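 active = inhibition above the mean inhibition across every tested compound plus 3 SD, cut at about 22% in these data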;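 also: 0% = DMSO only wells and the 100% control is not disclosed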
NR2F2 inh: inhibitors of human COUP-TFII (NR2F2). AID 686940. inhibition, % at 8.6 µM. 370,000 compounds, 0.7% hits. P24468. HEK293T NGFI-A luciferase reporter, luminescence;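 active = inhibition above a per-plate cutoff, mean inhibition of test wells between control levels plus 3 SD, cut at about 38% in these data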;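 also: cells cotransfected with COUP-TFII expression vector driving the NGFI-A reporter; 0% = median of COUP-TF2 test wells and 100% = reporter-only cells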
TLR9-MyD88 inh: inhibitors of human TLR9-MyD88 binding | AID 504734 | Q9NR96+Q99836 | 340,000 compounds, 0.21% hits | inhibition, % at 4.98 µM | CHO BLA complementation TLR9-MyD88, CCF4 FRET ratio;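 active = inhibition above the mean over all tested compounds plus 3 SD, cut at about 21% in these data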;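 also: 0% = DMSO only wells and 100% = clavulanate BLA inhibitor control wells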
TROY NFkB inh: TROY signaling inhibition. Q293 LMP1-TROYcd NF-kB luciferase reporter, 4 h. 360,000 compounds, 0.98% hits. inhibition, % at 10 µM;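 active = compounds whose plate-normalised and pattern-corrected inhibition of the luciferase reporter signal at the single screening dose is 50% or more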
Starred values were filed as active, the others as inactive; · = not tested or not shown.

SMILES	TWEAK-Fn14 inh	SRC2 inh	SRC1 inh	NOD2 RIPK2 PPI	LRH-1 inv ag	Exocytosis inh	SRC3 inh	ABHD5 PLIN5 PPI	NR2F2 inh	TLR9-MyD88 inh	TROY NFkB inh
O=C(Cn1c(NCCO)nc2ccccc21)NCC(F)(F)F	8	21	6	-4	11	0	11	1	10	-3	-3
COC(=O)c1ccc(NC(=O)CSc2ccc(-c3ccccn3)nn2)cc1	-23	-20	3	-4	57	3	-11	2	-5	9	-3
CC(=O)c1ccc(OCCCC(=O)N(CCC2=CCCCC2)c2c(N)n(Cc3ccccc3)c(=O)[nH]c2=O)cc1	-4	-17	-17	-10	12	-2	12	-1	6	-2	-12
CCC1(C)Cc2ccccc2-c2nc(NN)[nH]c(=O)c21 (stereo unspecified)	13	-5	3	-7	1	0	-1	-3	2	-4	41
Cc1cccc(N2CCN(S(=O)(=O)c3ccc4c(c3)NC(=O)C(C)S4)CC2)c1C (stereo unspecified)	0	-4	17	3	13	3	6	-14	-1	-1	26
CCOC(=O)c1ccc(N2C(=O)C3CC=CCC3C2=O)cc1 (stereo unspecified)	-16	-19	-27	-9	-6	0	5	6	-26	-2	-9
O=C(OCC(=O)N1CCN(C(=O)c2ccco2)CC1)c1cc(-c2ccc(Cl)c(Cl)c2Cl)nc2ccccc12	16	12	-16	-3	-9	1	-3	1	4	-5	17
COc1cccc(N2CCN(C3CC(=O)N(c4ccc(Cl)cc4)C3=O)CC2)c1 (stereo unspecified)	-15	8	-4	4	-3	-2	4	0	-5	-8	5
CC(=NCCN1CCNCC1)C1=C(O)CC(C)(C)CC1=O	-1	-12	0	4	16	4	-1	2	-1	1	-12
Cc1cccc(C)c1NC(=O)CN(C)C(=O)c1ccccc1SCC(=O)N1CCCC1	9	-44	1	3	-14	-2	6	-12	-5	-3	-6
Cn1c(=O)c2c(nc(CN3CCN(c4ccc(F)cc4)CC3)n2Cc2ccccc2F)n(C)c1=O	-22	12	15	-13	15	4	-21	2	26	5	-5
CCOc1ccc(OCC)c(-c2c(=O)n(OCc3ccc(C(C)(C)C)cc3)c3ccccc3[n+]2[O-])c1	10	·	1	-2	-3	2	3	4	·	-5	-16

Limited to ABHD5 PLIN5 PPI and SRC3 inh, for some of the entries so far:
structure	ABHD5 PLIN5 PPI	SRC3 inh
CC(=O)c1ccc(OCCCC(=O)N(CCC2=CCCCC2)c2c(N)n(Cc3ccccc3)c(=O)[nH]c2=O)cc1	-1	12
CCC1(C)Cc2ccccc2-c2nc(NN)[nH]c(=O)c21 (stereo unspecified)	-3	-1
Cc1cccc(N2CCN(S(=O)(=O)c3ccc4c(c3)NC(=O)C(C)S4)CC2)c1C (stereo unspecified)	-14	6
CCOC(=O)c1ccc(N2C(=O)C3CC=CCC3C2=O)cc1 (stereo unspecified)	6	5
O=C(OCC(=O)N1CCN(C(=O)c2ccco2)CC1)c1cc(-c2ccc(Cl)c(Cl)c2Cl)nc2ccccc12	1	-3
COc1cccc(N2CCN(C3CC(=O)N(c4ccc(Cl)cc4)C3=O)CC2)c1 (stereo unspecified)	0	4
CC(=NCCN1CCNCC1)C1=C(O)CC(C)(C)CC1=O	2	-1

(listing goes on)
SMILES	TWEAK-Fn14 inh	SRC2 inh	SRC1 inh	NOD2 RIPK2 PPI	LRH-1 inv ag	Exocytosis inh	SRC3 inh	ABHD5 PLIN5 PPI	NR2F2 inh	TLR9-MyD88 inh	TROY NFkB inh
COc1ccc(C(C)C)cc1S(=O)(=O)Nc1ccccn1	8	7	-8	-9	-32	-1	2	-12	-9	-4	8
CCCCCNC(=O)N[C@H](C(=O)O)C(C)C	-9	-2	7	-4	-10	-6	9	-6	3	11	4
COc1ccc(NC(=O)CSc2nnc(NC(=O)C3CCC3)s2)cc1	1	4	-36	3	9	-4	6	7	-24	-5	16
O=C(c1ccco1)N1CCN(C(c2ccccc2Cl)c2nnnn2Cc2cccs2)CC1 (stereo unspecified)	42	12	4	-4	-12	5	24	3	33	3	7
CCCn1c2ccccc2c2cnn(CC(=O)NCCCOC)c(=O)c21	3	-19	-4	-5	-13	-1	-28	3	-10	-6	-5
Cc1cc(C)c(C)c(S(=O)(=O)NCCCn2ccnc2)c1C	-13	-57	1	-1	-15	0	-2	0	9	3	-12
C/C(=N/NC(=O)CN1CCN(S(=O)(=O)c2ccc(C)cc2)CC1)c1cccc(O)c1	-24	-9	-13	2	1	-6	10	-2	11	1	-3
O=C(NCc1ccccc1F)C1CCCN1S(=O)(=O)c1ccc(Cl)cc1 (stereo unspecified)	-7	-1	3	2	5	-3	5	-13	-3	2	-1
CCS(=O)(=O)Nc1cc(OC)c(OC)cc1Cc1nccc2cc(OC)c(OC)cc12	4	-14	1	-15	14	0	3	-6	-6	4	-15
C=CCNc1cnn(-c2ccc(C)cc2)c(=O)c1Sc1ccc(C)cc1	1	-20	-3	8	-17	0	0	2	2	1	3
Cc1ccc(NC(=O)CSc2nc3ccccc3nc2N2CCCC2)cc1	-43	-19	-16	-22	-18	3	-16	0	-16	-5	-39
CCOc1ccc(C2CC(c3c(O)c4ccccc4oc3=O)=NN2c2ccccc2)cc1OC (stereo unspecified)	0	4	2	8	5	-5	-9	-6	5	-8	11
CCCCCOc1ccc(NS(C)(=O)=O)cc1	-19	-33	-54	-5	-41	0	-51	-2	-33	-5	-40
COc1ccc(C(=O)N(C)[C@H]2C[C@H]3c4[nH]c5ccccc5c4CCN3C[C@H]2[C@H](C)O)cc1	-3	-3	12	0	20	10	-6	-3	-2	·	14
COc1ccc(NC(=O)c2cccc3c(-c4cnn(C)c4)coc23)cc1	-2	-29	1	-2	-4	-5	-17	-1	3	·	-42
COc1cnc(N(C)C)nc1Sc1cccc(Cl)c1	15	3	-4	-2	15	3	11	-2	20	-1	-15
CC1=NOC(=O)/C1=C\c1ccc(-c2cccc(Cl)c2)o1	67*	·	-15	9	-7	100*	-2	51*	·	17	57*
CCn1c(CN2CCN(Cc3ccc(C)cc3)C(CCO)C2)nc2ccccc21 (stereo unspecified)	-4	-7	6	-10	19	3	9	0	0	1	-6
O=C(NC1CCCCCCC1)C1CCN(S(=O)(=O)N2CCC3(CC2)OCCO3)CC1	16	20	6	-5	10	1	18	-2	1	-5	6
O=C(CCCCC(=O)N1CCOCCOCCOCC1)OCc1ccccc1	-4	7	-11	-5	6	-1	8	3	-12	1	-8
COc1nc(NC(=O)c2ccc(F)cc2)nc(OC)c1-c1ccccc1	-25	-20	-13	-6	11	9	-34	-2	-7	7	7
Cc1cc(C)c2cc(N)c(Cl)nc2n1	-2	-5	3	5	15	-2	9	9	13	·	3
CC(C)C(C)NC(=O)COc1ccc(Sc2ccc(OCC(=O)NC(C)C(C)C)cc2)cc1 (stereo unspecified)	66*	5	12	4	-7	7	8	0	2	-16	28
CCC1Oc2ccccc2N(CC(=O)NC2CC2)C1=O (stereo unspecified)	4	-9	-7	-4	-10	-7	7	3	5	-1	-5

Some of these compounds in order of molar mass, rising.
SMILES	TWEAK-Fn14 inh	SRC2 inh	SRC1 inh	NOD2 RIPK2 PPI	LRH-1 inv ag	Exocytosis inh	SRC3 inh	ABHD5 PLIN5 PPI	NR2F2 inh	TLR9-MyD88 inh	TROY NFkB inh
CC1=NOC(=O)/C1=C\c1ccc(-c2cccc(Cl)c2)o1	67*	·	-15	9	-7	100*	-2	51*	·	17	57*
CCn1c(CN2CCN(Cc3ccc(C)cc3)C(CCO)C2)nc2ccccc21 (stereo unspecified)	-4	-7	6	-10	19	3	9	0	0	1	-6
COc1ccc(C(=O)N(C)[C@H]2C[C@H]3c4[nH]c5ccccc5c4CCN3C[C@H]2[C@H](C)O)cc1	-3	-3	12	0	20	10	-6	-3	-2	·	14

Single records, as listed above. Screens in order: TWEAK-Fn14 inh	SRC2 inh	SRC1 inh	NOD2 RIPK2 PPI	LRH-1 inv ag	Exocytosis inh	SRC3 inh	ABHD5 PLIN5 PPI	NR2F2 inh	TLR9-MyD88 inh	TROY NFkB inh
CCCCCOc1ccc(NS(C)(=O)=O)cc1 is entered as -19	-33	-54	-5	-41	0	-51	-2	-33	-5	-40
CCC1Oc2ccccc2N(CC(=O)NC2CC2)C1=O (stereo unspecified) is entered as 4	-9	-7	-4	-10	-7	7	3	5	-1	-5
COc1ccc(C(=O)N(C)[C@H]2C[C@H]3c4[nH]c5ccccc5c4CCN3C[C@H]2[C@H](C)O)cc1 is entered as -3	-3	12	0	20	10	-6	-3	-2	·	14

The list continues:
SMILES	TWEAK-Fn14 inh	SRC2 inh	SRC1 inh	NOD2 RIPK2 PPI	LRH-1 inv ag	Exocytosis inh	SRC3 inh	ABHD5 PLIN5 PPI	NR2F2 inh	TLR9-MyD88 inh	TROY NFkB inh
CCN(CC)S(=O)(=O)c1ccc(N2CCc3ccccc3C2)nc1	29	4	-23	5	-32	40	-16	44*	6	-2	10
Fc1ccc(NC(=S)Nc2cccnc2)cc1	-23	10	-161	1	5	-2	9	-12	-2	3	-20
C/C(Cc1ccccc1)=N\NC(=O)c1ccccn1	0	-106	-123	1	-125	-2	-60	-1	-58	-6	-12
Cc1cccc(Nc2nc(N)nc(CCl)n2)c1C	-1	43	24	-3	32	43	52	-4	13	·	-16
COC(=O)c1c(-c2ccccc2OC)sc2cc3c(cc12)OCO3	-18	-24	-15	-14	-3	0	-17	1	-4	4	-28
COC(=O)C1=C(C)NC(=S)NC1c1ccco1 (stereo unspecified)	16	-12	-5	0	2	-2	7	3	-22	-9	3
COc1ccc2c(c1)cc(C(=O)O)n2C	-5	12	-9	-8	-6	-4	-1	2	-6	5	-3
O=C(COc1ccc(Cl)cc1Cl)Nc1ccc2nc3n(c(=O)c2c1)CCCC3	3	-4	4	11	13	-9	13	0	8	-3	42
COc1cc(-c2nc3ccc4ccccc4c3c3c2CCC3)cc(OC)c1O	-1	10	-2	-1	-8	6	1	4	5	-7	7
COCCN1C(=O)N[C@@H](CCc2ccccc2)[C@H](C(=O)OC)[C@H]1C	3	-38	-6	-4	-27	-1	-6	-5	6	-7	3
CC(Oc1ccc2c(c1)oc(=O)c1ccccc12)C(=O)NCC1CCC(C(=O)O)CC1 (stereo unspecified)	-23	4	-12	3	15	6	-1	1	-6	-2	-14
CCCCc1cc(=O)oc2cc(C)cc(OCC(=O)NCCN3CCOCC3)c12	-13	12	-3	-9	5	0	-1	2	-10	1	-12
Fc1ccc(OCCCCCn2ccnc2)cc1	-15	14	1	5	25	7	-3	4	18	-9	19
COc1ccc(Cc2nnc(N/N=C(\C)c3ccccc3)[nH]c2=O)cc1OC	1	-10	-5	-2	0	-2	16	0	7	2	3
Cn1c(=O)c2[nH]c(=O)[nH]c2n(C)c1=O	-5	-17	-1	-15	-36	-2	-7	-13	-20	-32	1
O=C(N/N=C/c1c(O)n(-c2ccc(Cl)cn2)c(=O)c2ccccc12)C1CC1	21	-33	-6	4	-4	0	2	4	8	3	14
O=C(COC(=O)Cc1ccc(Cl)cc1Cl)NCCC1=CCCCC1	-2	16	-9	15	8	-3	4	6	22	4	13

This is a subset. The share of hits here may be higher or lower than overall.
